Bioassay records: PubChem, several laboratories
NFkB transloc inh: blocks IL-1B driven NFkB nuclear translocation in HUVEC cells; AID 796; actives 0.43% (n = 94,000); inhibition, % at 2 µM; HUVEC IL-1B NFkB p65 nuclear translocation imaging;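 active = inhibition above about 30% together with a positive call from visual inspection of the well image, limit read from the data; inconclusive = inhibition above a set limit but visual check negative; inactive = inhibition not above a set limit, visual check negative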;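 note: nuclear over cytoplasmic p65 intensity ratio measured by imaging; 0% = IL-1B stimulated DMSO wells and 100% = unstimulated DMSO wells; values of inactives mirror those of a sister screen read the other way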
PLAP inhibitors HTS: inhibition of human placental alkaline phosphatase – biochemical, luminescence, HTS (AID 690) | purified PLAP, luminescent substrate; higher % means a stronger effect | actives 0.08% (n = 96,000) | one-dose inhibition, % at 20 µM; IC50 in µM for titrated hits; in the data active = a potency from the dose series; inactive = the rest, 99 in 100 with inhibition below about 30%; note: strong numbers were not always called active
NFkB transloc pot: enhances IL-1B driven NFkB nuclear translocation; HUVEC IL-1B NFkB p65 nuclear translocation imaging; activation, % at 2 µM; actives 0.3% (n = 94,000);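 active = activation above 40%, about the mean plus 3 SD, also judged a hit on visual image review; inconclusive = activation above 40% but not a hit on visual review; inactive = activation not above 40% and no visual hit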;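 note: percent activation is computed from the nuclear over cytoplasmic p65 intensity ratio; values of inactives mirror those of a sister screen read the other way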
Bcl-B TR3 displacers: displacers of TR3 peptide from Bcl-B, primary screen, selectivity assay for Bfl-1 inhibitor project, biochemical, fluorescence polarization; FP displacement of FITC-TR3 peptide from Bcl-B; higher % means a stronger effect; displacement, % at 20 µM, or IC50 in µM where a hit was titrated; actives 0.11% (n = 96,000);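 active = displacement above 50% at 20 µM plus a fluorescence interference ratio under 1.5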;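 note: plate controls were wells without compound for no effect and wells lacking Bcl-B protein for full effect; a part of the inactive calls stands beside numbers as strong as those of hits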
MRP resist rev: reverses drug resistance mediated by MRP; H69AR cells + 2 uM doxorubicin, CellTiter-Glo, 72 h; differential viability (reversal), % at 10 µM; actives 0.04% (n = 85,000);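 active = viability drop by adding the cancer drug above about 55%, with treated viability meeting a 40% cutoff, limit read from the data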;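 note: viability without doxorubicin minus viability with 2 µM doxorubicin for each compound; larger differential means the compound sensitizes cells more to doxorubicin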
MRP resist rev cytotoxicity: further read-out of MRP resist rev, marked with its call; viability, %; H69AR cells, CellTiter-Glo, 72 h; measured here: cytotoxicity without doxorubicin
MRP resist rev with doxorubicin: further read-out of MRP resist rev, marked with its call; viability, %; measured here: viability with 2 uM doxorubicin; active compounds read low
NFkB transloc inh cell count 2 µM: second read-out of NFkB transloc inh, no call of its own (marks repeat the call); cell count; measured here: cells passing quality filter;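 raw number of nuclei counted in each imaged well without normalization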
NFkB transloc pot cell count 2 µM: also measured in NFkB transloc pot; calls as there; cell count; measured here: cells passing quality filter
An asterisk follows results filed as active; ? = inconclusive; / = no result given.

No.	molecule	NFkB transloc inh	NFkB transloc inh cell count 2 µM	PLAP inhibitors HTS	NFkB transloc pot	NFkB transloc pot cell count 2 µM	Bcl-B TR3 displacers	MRP resist rev	MRP resist rev cytotoxicity	MRP resist rev with doxorubicin
1	CC1CCN(S(=O)(=O)c2ccc(NC(=O)CN3CCOCC3)cc2)CC1	-15	156	-43%	15	156	5%	11	102	92
2	CC(=O)Nc1ccc(-n2nnnc2SCC(=O)N2CCN(C(=O)c3ccco3)CC2)cc1	-4	160	-38%	4	160	0%	3	95	92
3	CCOC(=O)c1cc2occc2n1CC(=O)NC1CCC(C)CC1 (stereo unspecified)	-3	188	-6%	3	188	3%	15	100	85
4	CCc1ccccc1Nc1nc(N)nc(CSCC(=O)c2cc(C)n(C)c2C)n1	-9	113	-32%	9	113	-2%	-5	81	85
5	CCOC(=O)c1c(NC(N)=O)sc(C)c1C	-1	128	9%	1	128	-3%	12	93	81
6	CCn1c(SCC(=O)NCCc2ccccc2)nnc1-c1ccco1	0	192	5%	0	192	3%	-10	84	93
7	Cn1c(COc2ccc3ccccc3c2)nnc1SCC(=O)OC1CCCCC1	-41	55	/	41*	55*	/	-8	89	97
8	CC(C)(C)C1CCC2(CC1)NC(CO)(CO)CO2 (stereo unspecified)	-45	49	9%	?	/	4%	-3	89	92
9	O=C(NNC(=O)c1sccc1-n1cccc1)c1ccccc1	8	179	-2%	-8	179	-6%	/	/	/
10	Cn1c(C(F)(F)F)nc2c(=O)oc3ccccc3c21	-2	203	-12%	2	203	-6%	8	94	85
11	CCN1C(=O)c2ccccc2S(=O)c2ccc(C(=O)NCc3ccccn3)cc21 (stereo unspecified)	/	/	-5%	/	/	0%	4	93	89
12	Cc1nc2sc(C(c3ccco3)N3CCN(c4ccccc4F)CC3)c(O)n2n1 (stereo unspecified)	-3	132	-61%	3	132	-2%	13	104	92
13	O=C1c2ccccc2C(O)N1Cc1ccc2c(c1)OCO2 (stereo unspecified)	-17	191	7%	17	191	4%	-1	94	95
14	COc1cc(NC(=O)C2CCC(CNc3c(N4CCC(C)CC4)c(=O)c3=O)CC2)cc(OC)c1 (stereo unspecified)	2	169	-86%	-2	169	-5%	5	82	77
15	CC(C)NC(=O)c1ccccc1NC(=O)CCc1ccccc1	2	159	/	-2	159	/	-4	107	112
16	COc1ccc(N2C(=O)CC(Sc3ncccc3C(=O)O)C2=O)cc1 (stereo unspecified)	-7	77	0%	7	77	6%	6	99	92

Next part, overlapping the part above by 2 compounds.
No.	molecule	NFkB transloc inh	NFkB transloc inh cell count 2 µM	PLAP inhibitors HTS	NFkB transloc pot	NFkB transloc pot cell count 2 µM	Bcl-B TR3 displacers	MRP resist rev	MRP resist rev cytotoxicity	MRP resist rev with doxorubicin
15	CC(C)NC(=O)c1ccccc1NC(=O)CCc1ccccc1	2	159	/	-2	159	/	-4	107	112
16	COc1ccc(N2C(=O)CC(Sc3ncccc3C(=O)O)C2=O)cc1 (stereo unspecified)	-7	77	0%	7	77	6%	6	99	92
17	C=CCNC(=O)CCCC(=O)NCC=C	5	123	-9%	-5	123	2%	-21	43	65
18	COc1ccc(/C(O)=C2/C(=O)C(=O)N(CC3CCCO3)C2c2ccc(OC)c(OC)c2)cc1 (stereo unspecified)	-18	132	-2%	18	132	-4%	0	96	95
19	Cc1c(NC(=O)CSc2nnnn2-c2ccc(O)cc2)c(=O)n(-c2ccccc2)n1C	-20	202	-8%	20	202	-18%	-10	88	98
20	CCCC(=O)Nc1nc2ccc3nc(C)sc3c2s1	-12	98	16%	12	98	17%	0	85	85
21	CCC(CC)NC(=O)c1ccccc1Oc1ccccc1	-3	174	16%	3	174	10%	31	87	56
22	Cc1ccsc1CNn1cnnc1SCc1ccc(Cl)cc1	-10	111	/	10	111	/	19	94	75
23	CC1(C)Cc2c(ccc3ccccc23)/C(=C/C#N)N1	0	129	13%	0	129	-2%	/	/	/
24	CC(C)=C1C2CCC1C(C(=O)NCc1ccccc1)C2C(=O)O (stereo unspecified)	-1	159	14%	1	159	2%	2	85	83
25	COc1ccc(-c2nc(C#N)c(NCCCN3CCOCC3)o2)cc1	-3	58	-33%	3	58	3%	/	/	/
26	CCOC(=O)c1nn(-c2ccc(C)c(C)c2)cc1O	11	137	7%	-11	137	4%	/	/	/
27	CCCCn1c(NC(=O)c2ccccc2)nc2ccccc21	-1	100	-54%	1	100	0%	-30	14	44
28	COc1ccnc(Oc2ccc(F)cc2)c1C(=O)N/C=N/OCc1c(Cl)cccc1Cl	3	158	-54%	-3	158	2%	/	/	/
29	O=C1CSC(=S)N1Cc1cccnc1	-11	116	-89%	11	116	-29%	-1	1	2
30	O=C(CN1C(=O)CCC1=O)Nc1ccc2c3c(cccc13)CC2	-48	125	21%	?	/	7%	10	104	95
31	Cc1ccc(OC(=O)CCC(=O)Nc2ccc(S(=O)(=O)Nc3cc(C)on3)cc2)cc1	-3	137	/	3	137	/	-6	98	104
32	C1=CC2c3ccccc3NC(c3ccncc3)C2C1 (stereo unspecified)	10	220	-5%	-10	220	19%	5	85	80
33	CCOc1cccc(SCc2noc(C(=O)NCCOC)c2C(=O)O)c1	5	90	-23%	-5	90	-2%	/	/	/
34	Cc1cc(C)n(S(=O)(=O)c2ccc(C)c(C)c2C)n1	17	106	-6%	-17	106	-1%	14	88	73
35	Cc1c(N=Cc2ccc(Br)s2)cccc1[N+](=O)[O-]	-3	102	-11%	3	102	-4%	/	/	/
36	CCOc1ccccc1NC(=O)N1CCCC1C(=O)Nc1ccc(-n2cnnn2)c(C)c1 (stereo unspecified)	/	/	-22%	/	/	-1%	14	85	71
37	COC(=O)NCC(c1cccnc1)N1CCN(c2ccccc2)CC1 (stereo unspecified)	9	165	/	-9	165	/	7	90	83
38	Cc1ccc(NS(=O)(=O)c2cc(C(=O)N3CCOCC3)ccc2C)cc1	-5	135	-9%	5	135	5%	8	74	66
39	CC1CCCN(S(=O)(=O)c2ccc3c(c2)CCN3C(=O)C2CCC2)C1 (stereo unspecified)	/	/	12%	/	/	-6%	12	101	89
40	COc1cccc2sc(Nc3nc(C)c(C(C)=O)s3)nc12	-32	105	-138%	32	105	52%	3	33	30
41	FC(F)(F)c1nc2nncn2c2c1CCCCC2	-2	144	10%	3	144	1%	20	103	83
42	COc1ccc(OC)c2sc(N3CCCCC3)nc12	-22	107	-9%	22	107	1%	-5	80	85
43	CCOC(=O)c1ccc(NC(=O)CSc2nc3c(c(=O)n2C)SC(C)C3)cc1 (stereo unspecified)	/	/	-4%	/	/	-11%	-1	87	88
44	CCOC(=O)N1CCC(NC(=O)C(NC(=O)C2CCCCC2)C(C)C)CC1 (stereo unspecified)	/	/	-5%	/	/	4%	-3	95	97
45	COC(=O)/C(=C\Nc1ccccc1)NC(=O)c1ccc(Cl)cc1Cl	-7	177	29%	7	177	-5%	3	95	93
46	O=c1c2c(n3nnnc3n1Cc1ccccc1)-c1ccccc1CC21CCCC1	-1	139	21%	1	139	-4%	1	71	70
47	COc1ccc(N2CCN(C(=O)CCCSc3nc4ccccc4[nH]3)CC2)cc1	-2	188	-67%	3	188	10%	3	78	75
48	COC(=O)C(C)Sc1nnc(Cc2cc(=O)[nH]c(=O)[nH]2)n1-c1cccc(OC)c1 (stereo unspecified)	8	149	-24%	-8	149	20%	-4	98	101

Part of the list above in order of heavy-atom count, falling.
No.	molecule	NFkB transloc inh	NFkB transloc inh cell count 2 µM	PLAP inhibitors HTS	NFkB transloc pot	NFkB transloc pot cell count 2 µM	Bcl-B TR3 displacers	MRP resist rev	MRP resist rev cytotoxicity	MRP resist rev with doxorubicin
48	COC(=O)C(C)Sc1nnc(Cc2cc(=O)[nH]c(=O)[nH]2)n1-c1cccc(OC)c1 (stereo unspecified)	8	149	-24%	-8	149	20%	-4	98	101
43	CCOC(=O)c1ccc(NC(=O)CSc2nc3c(c(=O)n2C)SC(C)C3)cc1 (stereo unspecified)	/	/	-4%	/	/	-11%	-1	87	88
44	CCOC(=O)N1CCC(NC(=O)C(NC(=O)C2CCCCC2)C(C)C)CC1 (stereo unspecified)	/	/	-5%	/	/	4%	-3	95	97
39	CC1CCCN(S(=O)(=O)c2ccc3c(c2)CCN3C(=O)C2CCC2)C1 (stereo unspecified)	/	/	12%	/	/	-6%	12	101	89
45	COC(=O)/C(=C\Nc1ccccc1)NC(=O)c1ccc(Cl)cc1Cl	-7	177	29%	7	177	-5%	3	95	93
40	COc1cccc2sc(Nc3nc(C)c(C(C)=O)s3)nc12	-32	105	-138%	32	105	52%	3	33	30
41	FC(F)(F)c1nc2nncn2c2c1CCCCC2	-2	144	10%	3	144	1%	20	103	83

Other entries
No.	molecule	NFkB transloc inh	NFkB transloc inh cell count 2 µM	PLAP inhibitors HTS	NFkB transloc pot	NFkB transloc pot cell count 2 µM	Bcl-B TR3 displacers	MRP resist rev	MRP resist rev cytotoxicity	MRP resist rev with doxorubicin
49	COc1cc([C@H]2[C@@H]3CCCC[C@]3(O)CCN2Cc2ccccc2F)ccc1O	1	125	-47%	-1	125	2%	15	100	85
50	CN(C)Cc1c(O)ccc2occ(C(=O)c3ccccc3)c12	1	84	14%	-1	84	-6%	2	96	94
51	CCCOc1ncnc2c1[nH]c1ccccc12	-26	164	3%	26	164	-7%	/	/	/
52	CN(C)/C=N/c1sc2c(c1C#N)CCC2	8	130	-9%	-8	130	8%	4	88	84
53	N/C(=N\OC(=O)CCc1ccccc1)c1cccc(Br)c1	2	129	2%	-2	129	-9%	/	/	/
54	CC(C)OC(=O)NCCOC(=O)Nc1ccc(Cl)c(Cl)c1	9	99	/	-9	99	/	-6	95	101
55	Cc1[nH]c(=O)[nH]c(=O)c1S(=O)(=O)N1CCN(c2cccc(Cl)c2)CC1	10	109	-8%	-10	109	-8%	9	89	80
56	CC(C)CCNC(=O)C(NS(=O)(=O)c1ccc2c(c1)c(=O)n(C)c(=O)n2C)c1ccccc1 (stereo unspecified)	6	164	9%	-6	164	-7%	6	83	77
57	CC(=O)c1ccccc1OCCCN1CCCCC1	-6	152	-12%	6	152	-4%	29	97	68
58	N#Cc1c(C(F)(F)F)cc(-c2cccc(Cl)c2)[nH]c1=O	/	/	-18%	/	/	0%	/	/	/
59	C/C(=N/NC(=O)Cc1cccc2ccccc12)c1cccs1	5	153	13%	-5	153	-7%	/	/	/
60	Cn1cnc(S(=O)(=O)N2CCc3ccccc32)c1	4	213	4%	-4	213	2%	1	95	93
61	CCN(CC)c1nc2ccccc2c(N)c1-c1ccccc1	10	105	29%	-10	105	-9%	-9	39	48
62	C=CCn1c(NC(=O)CC)c(C(=O)OCC)sc1=S	-4	152	1%	5	152	-4%	-3	75	77

Copied from the list.
For MRP resist rev with doxorubicin, cpd 5 has 81
For MRP resist rev with doxorubicin, cpd 30 has 95
For NFkB transloc inh, cpd 26 has 11
For NFkB transloc pot, cpd 14 has -2
For NFkB transloc inh, cpd 37 has 9
For MRP resist rev with doxorubicin, cpd 47 has 75

Profiles from above:
Listed for `N#Cc1c(C(F)(F)F)cc(-c2cccc(Cl)c2)[nH]c1=O` = NFkB transloc inh: /; NFkB transloc inh cell count 2 µM: /; PLAP inhibitors HTS: -18%; NFkB transloc pot: /; NFkB transloc pot cell count 2 µM: /; Bcl-B TR3 displacers: 0%; MRP resist rev: /; MRP resist rev cytotoxicity: /; MRP resist rev with doxorubicin: /
Listed for `Cn1cnc(S(=O)(=O)N2CCc3ccccc32)c1` = NFkB transloc inh: 4; NFkB transloc inh cell count 2 µM: 213; PLAP inhibitors HTS: 4%; NFkB transloc pot: -4; NFkB transloc pot cell count 2 µM: 213; Bcl-B TR3 displacers: 2%; MRP resist rev: 1; MRP resist rev cytotoxicity: 95; MRP resist rev with doxorubicin: 93

Not all compounds are listed. The share of hits here may be higher or lower than overall.
